Source: PubChem
Pf Dd2 growth: inhibitors of Plasmodium falciparum Dd2 growth. P. falciparum Dd2 growth, SYBR Green, 72 h. 120,000 tested, 4.3% active. Potency, µM (series often up to 28.9 µM), for the others: at the highest dose activity, negative = inhibition, hits mostly inhibitors; active means well fitted inhibition curve with a large enough effect; inconclusive means small, poorly fitted or top-dose-only effect; inactive means no such curve, though single readings can be large or run the other way;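 further: plate controls were DMSO vehicle for no effect and reference drug for full effect; nearly all actives have a fitted effect of over 65% in size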
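Readout: SYBR Green fluorescence, 485 nm excitation, 535 nm emission, after ~16 h lysis at 37C. Before that, Dd2-infected red cells (2.5% hematocrit) grew 72 h with compound, 29 uM top final concentration.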
Starred values were filed as active, the others as inactive; i = inactive; u = inconclusive; & = joins results of further samples; [ ] = dose if it differs, or a comment. Potency means the concentration at half of the fitted maximal effect. Some of the compounds tested, so the mix of outcomes need not match the whole.

SMILES	Pf Dd2 growth
COC(=O)CNC(=O)N1CCCCC1c1nc(CCOc2ccc(F)cc2)no1 (stereo not drawn)	1%
Cc1cccc(N2CCN(C(=O)c3cc4n(n3)CC(c3ccc(Cl)cc3)OC4)CC2)c1 (stereo not drawn)	i
Cc1cccc(OCC(=O)N[C@@H]2CN(c3ncccn3)C[C@H]2CO)c1	-8%
C[C@H]1CCCN1C(=O)c1nnc(CNCc2cccc(Cl)c2)n1-c1ccccc1	u
CN1CC(=O)N(C2CCCNCC2)Cc2c(NC3CCCCC3)ncnc21 (stereo not drawn)	-13%
CN(C)CCNC(=O)CCCN1C(=O)c2cccnc2Oc2ccc(Cl)cc21	i
O=C(Nc1cccc(-c2nc3ccccc3[nH]2)c1)c1c(F)cccc1F	-21%
O=C(c1cccnc1)N1CCC(n2cc(-c3nc(-c4ccccc4)no3)nn2)CC1	u
CCNC(=O)Nc1ccc(OCC(=O)NCc2ccccc2OC)nc1	-24%
CCOC(=O)c1c(NC(=O)C2c3ccccc3Oc3ccccc32)sc(C)c1CC	u
CC(C)CCn1c(SCc2c(F)cccc2Cl)nc2ccsc2c1=O	22%
COc1cc(CCC(=O)N2C[C@@H](C(N)=O)[C@H](c3nc(C)no3)C2)on1	-3%
O=C(NCc1cccs1)c1nc(-c2cc(Cl)cc(Cl)c2)c2ccccn12	u
CC(C)C1CN(c2ccc(C#N)cn2)CCC(=O)N1Cc1ccc(F)cc1 (stereo not drawn)	-14%
O=C1CCN(C(=O)C2CCN(C(=O)C3(c4ccccc4)CC3)CC2)CCCCCCN1	3%
CN(Cc1ccccn1)C(C(=O)O)c1cnn(Cc2ccccc2)c1 (stereo not drawn)	9%
COc1ccc(N(CC(=O)Nc2ccc(C)c(C)c2)S(=O)(=O)c2ccc(C)cc2)cc1OC	12%
CN(CCc1ccccn1)C[C@H]1CN2CC[C@H]1C[C@@H]2CNC(=O)c1ccco1	u
CCOc1ccc(CNS(=O)(=O)c2c(C(=O)N3CCC(C)CC3)c(C)n(C)c2C)cc1OC	i
Cc1ccc(C)c(NC(=O)Cn2c(=O)n(Cc3ccco3)c(=O)c3oc4ccccc4c32)c1	0%
CS(=O)(=O)N1CCCN(C(=O)C2CCCCC2)CCNC(=O)CC1c1ccccc1 (stereo not drawn)	-12%
CC(C)c1nn2c(=O)cc(COC(=O)c3ccc4c(c3)OCO4)nc2s1	16%
CCC(=O)Nc1ccc(C)cc1-c1nc2ccccc2n(CC(=O)c2ccc(C)cc2)c1=O	-10%
Cc1cccc(CN(C)C(=O)c2cc(-c3cnc(C)nc3)nc3cc(F)ccc23)n1	-10%
O=S1(=O)CCN(Cc2cn(C[C@H]3C[C@@H](NCc4cccnc4)[C@H](O)[C@@H]3O)nn2)CC1	5%
CCc1ccc(C(=O)c2cn(Cc3ccc(F)cc3)c3cc(OC)c(OC)cc3c2=O)cc1	11µM*
Cc1ccc(CN2CCc3nc(N(C)Cc4cccnc4)[nH]c(=O)c3CC2)o1	i[5.79 µM]
CC(C)c1ccc(NC(=O)N[C@H]2CO[C@H]3[C@@H]2OC[C@H]3OCc2ccccc2)cc1	u
COc1ccc2cc(C3CN(Cc4cc5n(n4)CCNC5)CCO3)ccc2c1 (stereo not drawn)	i
Cc1ccc(NC(=O)c2ccc3c(O)c(S(=O)(=O)c4ccccc4)c(=O)[nH]c3c2)cc1Cl	-10%
Cc1ccc(C(=O)c2sc(Nc3ccccc3F)c(S(=O)(=O)c3ccccc3)c2N)c(C)c1	u
COc1ccccc1CNS(=O)(=O)c1c(C)nc2sccn2c1=O	-2%
CN1CCC(NC[C@H]2Cn3c(-c4ccc5c(c4)OCCO5)cnc3CO2)CC1	u
O=c1c(N2CCc3ccccc3C2)csc2ccc(Br)cc12	-27%
COc1cccc(N2C(=O)N[C@@H]3CCN(S(=O)(=O)c4ccccc4)[C@@H]3C2=O)c1	-22%[44.1 µM]
COc1ccc(-c2cn3c(n2)N(C(=O)Cc2cccs2)CCC3)cc1	-9%
COCC(=O)N(C1CCOCC1)C1CCN(C(=O)c2ccncc2)CC1	10%
CCOCCN1CCN([C@@H]2c3ccccc3C3(CCNCC3)[C@H]2O)CC1	6%
Cc1ccsc1C(=O)N1CCCC(n2cc(-c3nc(C4CC4)no3)nn2)C1 (stereo not drawn)	u
CCC(=O)N1c2ccccc2CC1C(=O)NCCc1ccccc1OC (stereo not drawn)	u

Another view of two compounds above:
> Cc1cccc(N2CCN(C(=O)c3cc4n(n3)CC(c3ccc(Cl)cc3)OC4)CC2)c1 (stereo not drawn)
  Pf Dd2 growth: i
> Cc1cccc(OCC(=O)N[C@@H]2CN(c3ncccn3)C[C@H]2CO)c1
  Pf Dd2 growth: -8%

(listing goes on)
SMILES	Pf Dd2 growth
COC(=O)c1ccc(C2c3c(oc4ccc(C)cc4c3=O)C(=O)N2Cc2ccc3c(c2)OCO3)cc1 (stereo not drawn)	2%
COc1ccc(-c2nc3c(c(=O)[nH]2)CCN(C(=O)Nc2ccccc2Cl)C3)cc1	u
COCCN(C)C[C@H]1C[C@H](CO)CN(C(=O)c2csc(C(C)=O)c2)C1	10%
CCCCCCn1nnc2sc(-c3ccccc3)cc2c1=O	i
CC(C)N1C[C@@H]2C[C@H]1C(=O)N(Cc1ccc(OC(F)(F)F)cc1)c1ccccc1O2	11µM*
Cc1ccc(-n2c(=O)c3oc4ccccc4c3n(CC(=O)Nc3ccccc3)c2=O)cc1C	u
CN(CC(=O)O)C(=O)[C@H]1C[C@@](C)(C(=O)O)N(C)[C@H]1c1ccc(Cl)cc1	19%
COc1ccc(Cl)cc1NC(=O)CCCN1C(=O)C(c2ccccc2)Oc2cccnc21 (stereo not drawn)	u
CCOCC1(C)COc2ccc(C(=O)Nc3cccc(OC)c3)cc2N1 (stereo not drawn)	u
O=C(O)c1ccccc1CN1CCC2(Cc3ccccc3CNC2=O)C1 (stereo not drawn)	10%
Cc1ccc(CN2CCCC(Cc3ncc(C)n3Cc3ccccc3)C2)o1 (stereo not drawn)	u
Cc1cc(=O)n(CC(=O)Nc2ccc(C)c(F)c2)c(N2CCc3ccccc3C2)n1	u
COCC(=O)Nc1ccc([C@@H](O)[C@H]2COCC(=O)N2Cc2ccncc2)cc1	19%[44.1 µM]
CCCNc1cc(N2CCC(CCC(=O)NCC)CC2)ncn1	-20%
O=C(Cn1cccc1-c1nc(-c2ccc3c(c2)OCO3)no1)N1CCN(c2ccccc2)CC1	27%
c1ccc2oc([C@H]3CCN(C4CCCCC4)C3)nc2c1	-20%[44.1 µM]
Cn1c(=O)cc(SCC(=O)NCc2ccc(F)cc2)c2cc(Cl)ccc21	i
c1ccc(CCNc2ncncc2-c2nc(-c3ccccc3)no2)cc1	u
CCOc1ccc(C(=O)c2cn(CC(=O)Nc3ccc(C)c(C)c3)c3ccc(OCC)cc3c2=O)cc1	i
COc1ccc(CN(C(=O)Nc2cccc(Cl)c2)c2ccccn2)cc1OC	i

Reformatted comma-delimited: part of the list above
molecule,Pf Dd2 growth
CN(C)CCNC(=O)CCCN1C(=O)c2cccnc2Oc2ccc(Cl)cc21,i
O=C(Nc1cccc(-c2nc3ccccc3[nH]2)c1)c1c(F)cccc1F,-21%
O=C(c1cccnc1)N1CCC(n2cc(-c3nc(-c4ccccc4)no3)nn2)CC1,u
CCNC(=O)Nc1ccc(OCC(=O)NCc2ccccc2OC)nc1,-24%
CCOC(=O)c1c(NC(=O)C2c3ccccc3Oc3ccccc32)sc(C)c1CC,u
CC(C)CCn1c(SCc2c(F)cccc2Cl)nc2ccsc2c1=O,22%
COc1cc(CCC(=O)N2C[C@@H](C(N)=O)[C@H](c3nc(C)no3)C2)on1,-3%

Continuation:
SMILES	Pf Dd2 growth
Cc1ccc(C2Cn3nnc(C(=O)N4CCN(C(=O)COc5cccc(C)c5)CC4)c3CO2)cc1 (stereo not drawn)	u
CC(=O)Nc1ccc(CN2CCC[C@H]2c2nc(-c3ccnc(NS(C)(=O)=O)c3)no2)cc1	i
CCn1ncc(CN2C[C@@H](CO)[C@H](NC(C)=O)C2)c1C	47%[activator]
COc1cccc(NC(=O)CSc2nnc(-c3cccs3)o2)c1	0%
CS(=O)(=O)c1ccc(OCC2(CNC(=O)c3cnccn3)C[C@@H](O)[C@@H](O)C2)cc1 (stereo partly drawn)	i
Cc1ccc(NC(=O)N2CCCCC2c2nc(CCOCC3CC3)no2)cc1C (stereo not drawn)	i
COCCn1c(=O)c2c(n1Cc1ccccc1)CN(Cc1ccc3c(c1)CCO3)CC2	u
COc1cccc(CN2CCC3(C2)NC(=O)c2ccccc2O3)c1 (stereo not drawn)	13µM*
Cc1cc(C)c(S(=O)(=O)Nc2ccc3oc(C)c(C(=O)OC(C)C)c3c2)cc1C	41%[activator]
CCOC(=O)c1ccc(NC(=O)c2cnn(-c3ccc(C)cc3C)c2C2CCN(C(=O)OC(C)(C)C)CC2)cc1	13µM*
COc1cc2c(cc1Oc1ccccc1)NC(=O)C21CCN(c2nccs2)CC1	u
CCNC(=O)N1CCCC(n2c(C)cnc2C2CC2)C1 (stereo not drawn)	-17%
COc1ccc(N2Cc3c(ncnc3N3CCN(c4ncccn4)CC3)N(C)CC2=O)cc1	-24%
COc1ccc(N2CC3CCC(C2)N3Cc2ccccc2)cc1	-11%
COCCOc1ncccc1-c1noc([C@@H]2CCCN2Cc2cccc(C#N)c2)n1	u
COCCNS(=O)(=O)c1cccc2c1CN(C(=O)CCn1cncn1)CC2	-10%
COc1ccc(C(=O)NCC2c3cc(OC)c(OC)cc3CCN2C(=O)Nc2ccccc2F)cc1 (stereo not drawn)	i
CCCCn1c(CCNC(=O)c2ccc(F)cc2)nc2ccccc21	u
COc1ccc(OC)c(CNC(=O)NCc2noc3ccc(C)cc23)c1	-4%
CN1CCCN(C(=O)c2cc(F)ccc2F)c2ccccc21	-34%
CSCC(=O)N[C@H]1CCN2C(=O)c3cc(-c4ccsc4)ccc3NC(=O)[C@H]12	-9%[44.1 µM]
COc1ccc(CN2CCc3oc(C)c(C(=O)NCCN4CCCC4)c3C2)cc1	u
OCC1CN(c2ccncn2)CC12CCN(C1CCSCC1)CC2 (stereo not drawn)	-12%
C[C@]1(CO)[C@H]2Cc3sc(NC(=O)c4c(F)cccc4F)nc3[C@@H](CC(=O)NCc3ccccc3)[C@]2(C)CC[C@H]1O	u
NC(=O)c1cc[nH]c1C1CCCN(C(=O)COc2ccc(Cl)cc2)C1 (stereo not drawn)	-18%
COc1cccc(-c2cn3c(n2)sc2cc(C(=O)NCc4ccccc4F)ccc23)c1	u
CCNC(=O)N[C@H]1CO[C@H]2[C@@H]1OC[C@H]2OC(=O)Nc1cccc(C(F)(F)F)c1	-3%[44.1 µM]
COC(=O)[C@H]1CN(C(=O)c2ccc(N(C)C)cc2)CCN1S(C)(=O)=O	0%[44.1 µM]
Cc1nc(SCC(=O)Nc2ccc(C)c(Cl)c2)cc(-c2ccccc2)n1	2%
COc1cc(OC)c(NC(=O)N2CCCC2c2nncn2C2CCCC2)cc1Cl (stereo not drawn)	-9%
O=C(O)c1ccccc1C(=O)N[C@H]1CO[C@H]2[C@@H]1OC[C@@H]2n1nnnc1Oc1ccc(-n2ccnc2)cc1	-4%
CC(=O)N1CCC(Cc2ccc(C(=O)O)cc2)CC1	8%
CNC(=O)[C@@H]1CN(C(=O)c2cccc(C)n2)C[C@H]1COC	9%
Cc1nnc2ccc(NCc3ccccc3F)nn12	-8%
O=S(=O)(Nc1cccc(F)c1)c1ccc2[nH]c3c(c2c1)CCCCC3	-15%
COc1ccc(CCNC(=O)C2(c3ccc(OC)cc3)CCOCC2)cc1	18%&9%
CN1C(=O)[C@H]2CN(Cc3cccnc3)C[C@H]2C1=O	i
CCC(CC)c1nn2c(=O)cc(COc3ccc(NC(=O)c4ccc(Cl)cc4)cc3)nc2s1	-5%
Cc1noc(C)c1[S+](=O)([O-])N1CCCC(c2nn(-c3ccc(F)cc3)c(=O)[nH]2)C1 (stereo not drawn)	9%
Cc1ccccc1CN1CCc2nc(N3CCN(c4ccccn4)CC3)ncc2C1	u
O=C(Cc1c[nH]c2ncc(-c3ccccc3C(F)(F)F)cc12)NCc1cccnc1	i
CN1Cc2cccn2CC1CNC(=O)C1(S(=O)(=O)c2ccc(Cl)cc2)CC1 (stereo not drawn)	u
COCC(=O)N[C@@H]1CN(S(=O)(=O)Cc2ccccc2)CC[C@@H]1c1nc(C)no1	-12%[5.79 µM]
CCC(CC)C(=O)Nc1cccc(-c2nc3ncccn3c2C)c1	u
COc1ccc(-c2ccc3c(c2)C(=O)N2CC[C@H](n4nnc(C(N)=O)c4C(N)=O)C[C@H]2C(=O)N3)c(OC)c1	-6%
CCc1ccc2c(c1)c(=O)c(S(=O)(=O)c1ccccc1)cn2CC(=O)Nc1cc(C)ccc1C	-5%
CC(C)c1noc([C@H]2C[C@@H]3C(=O)NCCCCCCN(C(=O)Cc4ccccc4)[C@@H]3C2)n1	i
Cc1cccc(NC(=O)CSc2nc3ccccc3nc2N2CCC(C)CC2)c1	u
COc1ccc(S(=O)(=O)NCc2ccc3c(c2)CCN3C(=O)c2ccc(C)cc2)cc1Cl	u
Cc1ncsc1C(=O)N1CCCC(c2ccc(C(=O)O)cc2)C1 (stereo not drawn)	10%
Cc1cccnc1CNC[C@H]1O[C@@H]2C[C@@H](CC(=O)N3CCOCC3)O[C@@H]2[C@@H]1O	u
COCCN1CCCC2(CCN(c3ccc4ccccc4n3)C2)C1=O (stereo not drawn)	-9%
COc1ccc2c(c1)c1c(c(=O)n(Cc3ccccc3)c(=O)n1Cc1cccc(Cl)c1)n2C	-8%
